GRP78 ERSR act – inducers of ER stress response in human glioma cells. U87-MG GRP78 promoter luciferase reporter, 16 h. 420,000 tested, 0.02% active. Potency, µM, inactives show at the highest dose activation, hits mostly activators; also: potency is read from the fitted curve at half-maximal effect; series mostly up to about 76 µM; % of control where 0% means no effect; nearly all actives have a fitted effect of over 35% in size
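ERSR induction read as luciferase luminescence (Bright-Glo, 10 min at room temperature) in stably transfected human U87-MG glioma cells exposed to compounds for 16 h, using GRP78 as sensor.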
TrxR1 substrate – rat thioredoxin reductase 1 substrate activity | AID 588456 | 390,000 tested, 0.01% active | purified TrxR1 substrate turnover, NADPH consumption readout | Potency, µM (highest dose often 114 µM), inactives show at the top dose activity change, negative = substrate turnover; also: potency is read from the fitted curve at half-maximal effect; % is scaled to controls: 0 for no effect and ±100 for the full control effect; nearly all actives have a fitted effect of over 50% in size
Target sequence (O89049 whole entry, looked up): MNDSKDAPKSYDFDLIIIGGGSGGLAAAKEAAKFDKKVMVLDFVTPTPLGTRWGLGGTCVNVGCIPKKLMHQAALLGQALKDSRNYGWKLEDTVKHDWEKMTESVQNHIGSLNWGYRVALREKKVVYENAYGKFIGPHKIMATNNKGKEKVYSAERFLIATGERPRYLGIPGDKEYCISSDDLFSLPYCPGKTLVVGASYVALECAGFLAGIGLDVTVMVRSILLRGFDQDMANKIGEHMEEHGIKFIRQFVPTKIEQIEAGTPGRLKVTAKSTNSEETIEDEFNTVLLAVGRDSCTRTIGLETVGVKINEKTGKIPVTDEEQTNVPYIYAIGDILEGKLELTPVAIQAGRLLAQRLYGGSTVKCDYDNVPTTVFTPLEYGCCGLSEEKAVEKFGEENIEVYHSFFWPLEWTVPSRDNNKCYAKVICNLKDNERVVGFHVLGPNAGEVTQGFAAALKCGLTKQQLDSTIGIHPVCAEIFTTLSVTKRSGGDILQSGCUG
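Rat TrxR1, dispensed at 90 nM, was prereduced with 400 uM NADPH (final) for 5 min at ~22 deg C, then incubated with compound 15 min before 400 uM selenite. A first-read NADPH fluorescence drop versus no-compound background flagged substrates.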
Vif-APOBEC3F blk – inhibitors of Vif-A3F interaction; AID 602313; HeLa A3F-eYFP + Vif (tagged APOBEC3F with the HIV-1 protein that degrades it), YFP fluorescence increase; 390,000 tested, 0.2% active; Potency, µM (titrated, usually from 46.1 µM), without a hit: at the top dose activity, negative = active; also: potency is read from the fitted curve at half-maximal effect; % of control where 0% means no effect; nearly all actives have a fitted effect of over 65% in size
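HeLa cells stably expressing A3F-eYFP plus Vif, plated and incubated overnight at 37 deg C, then exposed to compounds overnight at 37 deg C. Blocked degradation read as raised yellow fluorescence (Ex 488/Em 500-530).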
RGS4 inhibitor – human RGS4 inhibition; Transcreener GDP fluorescence polarization, RGS4-accelerated GTP hydrolysis; P49798; 390,000 tested, 0.039% active; Potency, µM (series often up to 114 µM), for the others: at the top dose activity change, negative = inhibition, usual class: inhibitors; also: potency is read from the fitted curve at half-maximal effect; % is scaled to controls: 0 for no effect and ±100 for the full control effect; nearly all actives have a fitted effect of over 75% in size; some results filed as inactive show a strong effect at the top dose
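MLSMR compounds (23 nl, pin-transferred) preincubated 10 min at room temperature with a 500nM (2x) first reagent, then RGS4 at 900nM (2x) plus Transcreener GDP mix added; fluorescence polarization (620/688 nm) read before and after 90 min at 30 °C.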
LDHA block – blocks human lactate dehydrogenase A; 480,000 tested, 0.15% active; purified LDHA, NADH/diaphorase-resazurin fluorescence; active compounds read low; P00338; activity change, % (values are at about 110 or 230 µM); in the data active = activity change below about -30%; inconclusive = mostly about -25% to -30%;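 also: plate controls were DMSO wells for no effect and wells without enzyme for full effect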
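Human LDH5 at 2 nM final in Tris HCl pH 7.4 with 0.06 mM NADH and 0.2 mM pyruvate, reacted 5 minutes at room temperature. Remaining NADH coupled via diaphorase/resazurin; resorufin fluorescence read at 0 and 20 minutes, normalized to enzyme-free and DMSO wells.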
USP1-UAF1 inh – inhibitors of human USP1/UAF1 deubiquitinase | Potency, µM (titrated, usually from 57.1 µM), for inactives: at the top dose activity change, negative = inhibition, hits mostly inhibitors | 390,000 tested, 0.23% active | recombinant USP1/UAF1, Ub-Rhodamine cleavage fluorescence | O94782; also: potency is read from the fitted curve at half-maximal effect; % is scaled to controls: 0 for no effect and ±100 for the full control effect; nearly all actives have a fitted effect of over 60% in size; inactives centre near -12
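USP1/UAF1 complex at 1 nM was preincubated with compound for 15 min at room temperature, then Ub-Rho substrate (150nM final) was added. Fluorescence (480/540 nm) was read kinetically, 6 reads every 60 seconds.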
TrxR1 inh – blocks rat thioredoxin reductase 1; Potency, µM (series often up to 114 µM), without a hit: at the top dose activity change, negative = inhibition, hits mostly inhibitors; O89049; 390,000 tested, 1% active; AID 588453; recombinant rTrxR1, NADPH fluorescence consumption, selenite substrate; also: potency is read from the fitted curve at half-maximal effect; % is scaled to controls: 0 for no effect and ±100 for the full control effect; nearly all actives have a fitted effect of over 65% in size
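Rat TrxR1 (90 nM in the dispensed reagent) was pre-reduced with 400 uM NADPH for 5 min at room temperature, then incubated with compound for 15 min. After 400 uM selenite was added, NADPH fluorescence (Ex 340/Em 450 nm) was followed for 8 min.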
Vif-A3G inh – inhibitors of Vif-APOBEC3G interaction; Q9HC16; HeLa A3G-eYFP + Vif (tagged APOBEC3G with the HIV-1 protein that degrades it), YFP fluorescence, overnight; Potency, µM (top dose mostly 46.1 µM), for the others: at the top dose activity, negative = active, actives largely listed as inhibitors; 410,000 tested, 0.076% active; AID 602310;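 also: potency is read from the fitted curve at half-maximal effect; % is scaled to controls: 0 for no effect and ±100 for the full control effect; nearly all actives have a fitted effect of over 60% in size; hits raise eYFP signal because A3G escapes Vif-driven loss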
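HeLa cells stably expressing Vif and C-terminally eYFP-tagged A3G, seeded overnight at 37 deg C, then exposed to compound by pintool overnight at 37 deg C. Rise in yellow fluorescence (Ex 488/Em 500-530, Acumen) marks blocked Vif-driven A3G degradation.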
IDH1 R132H inh – human IDH1 R132H inhibition; IDH1-R132H enzyme, NADPH consumption, diaphorase/resazurin fluorescence; Potency, µM (doses to about 76.6 µM), without a hit: at the top dose activity change, negative = inhibition, most hits filed as inhibitors; 390,000 tested, 0.093% active; also: potency is read from the fitted curve at half-maximal effect; % is scaled to controls: 0 for no effect and ±100 for the full control effect; nearly all actives have a fitted effect of over 65% in size
Target sequence (O75874 whole entry R132H, stated change not applied): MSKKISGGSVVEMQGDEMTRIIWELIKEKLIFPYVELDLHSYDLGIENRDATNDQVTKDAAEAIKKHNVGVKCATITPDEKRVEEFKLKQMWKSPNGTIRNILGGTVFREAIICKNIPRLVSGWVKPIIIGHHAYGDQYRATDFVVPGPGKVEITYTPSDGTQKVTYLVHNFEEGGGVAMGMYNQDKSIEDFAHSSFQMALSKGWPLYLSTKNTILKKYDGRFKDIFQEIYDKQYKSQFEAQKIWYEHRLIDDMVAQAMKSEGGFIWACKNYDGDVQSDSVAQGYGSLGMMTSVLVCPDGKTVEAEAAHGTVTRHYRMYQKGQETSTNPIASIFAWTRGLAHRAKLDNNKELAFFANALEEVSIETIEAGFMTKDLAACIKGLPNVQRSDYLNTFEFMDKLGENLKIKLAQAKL
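IDH1-R132H (0.5 ug/mL dispensed) in pH 7.5 Tris buffer was preincubated 30 min with compound, then given a substrate mix of 0.016 mM NADPH and 2 mM alpha-KG for 80 min at room temperature; remaining NADPH was read by diaphorase/resazurin fluorescence.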
* marks the source's active call; other numbers are inactive results; ? = inconclusive; / = no result given; [ ] = dose if it differs, or a comment. Unless noted, calls follow the shape of the dose curve; as a rule, active = well fitted curve in the direction sought with a large enough effect; inconclusive = small, poorly fitted or top-dose-only effect, or another doubt; inactive = no such curve, though single readings can be large; an effect the other way counts as inactive or inconclusive. Only part of the results is shown; count on the stated rates, not on these rows.

Below each SMILES: GRP78 ERSR act	TrxR1 substrate	Vif-APOBEC3F blk	RGS4 inhibitor	LDHA block	USP1-UAF1 inh	TrxR1 inh	Vif-A3G inh	IDH1 R132H inh
CCOc1cc(-c2c(C#N)c(=O)[nH]c3c2c(C)nn3-c2ccc(F)cc2)ccc1O
→ 15%	3%[57.1 µM]	8%	-25%	1	-7%	1%[57.1 µM]	1%	8%
COc1ccccc1N1CCN(C2CCCN(C(=O)c3cscn3)C2)CC1 (stereo not drawn)
→ -1%	7%	-5%	18%	1	-26%	22%	0%	-10%
COc1ccc(-c2cn3cccnc3n2)cc1NC(=O)c1ccc(Br)o1
→ -5%	26%	-10%	-29%	2	?	-1%	5%	2%
O=C(CN1CCN(c2ccccc2O)CC1)NC(=O)NCc1ccco1
→ 2%	-13%	1%	9%	10	0%	-24%	1%	3%
CCC(=O)NNC(=S)NC(=O)c1ccc(C)cc1
→ -3%	3%[57.1 µM]	-14%	?	-1	5%	?	2%	-9%
O=C(CNC(=O)C1COc2ccccc2O1)N/N=C\c1ccc(Cl)cc1 (stereo not drawn)
→ 1%	5%	15%	-12%	-5	-28%	23%	1%	9%
CCc1ccccc1NC(=O)Cn1ncc2c(C)n(Cc3ccccc3F)c(C)c2c1=O
→ -2%	4%	1%	-9%	-3	-20%	11%	-1%	6%
COc1cccc(C(=O)NCC(=O)OC(C)C(=O)NC23CC4CC(CC(C4)C2)C3)c1 (stereo not drawn)
→ -1%	-8%	-7%	1%	-5	-2%	-2%[57.1 µM]	-3%	5%
COc1cc(Cn2c(=O)oc3ccc(C)cc32)ccc1OC(C)C
→ -2%	1%	2%	-27%[56.9 µM]	0	-19%	15%	-6%	3%
CN(c1cccc2cccnc12)S(=O)(=O)c1ccccc1
→ -1%	3%	0%	9%	-5	?	14%	2%	0%
CCOC(=O)n1c(=O)n(C)c2ccc(Br)cc21
→ 2%	1%[57.1 µM]	-1%	3%	-10	-17%	9%	6%	7%
CCCC(C)NC(=O)Cn1c(=O)c2c(ncn2CCC(C)C)n(Cc2ccccc2)c1=O (stereo not drawn)
→ -7%	-1%	4%	-12%	-7	-21%	8%	0%	-6%
O=C(Cn1c(=O)n(Cc2ccco2)c(=O)c2c3c(sc21)CCCCC3)Nc1ccccc1
→ -3%	5%	-1%	?	-1	-20%	?	1%	2%
Cc1c(C(=O)COC(C)(C)C)[nH]c2ccccc12
→ 0%	7%[57.1 µM]	3%	-11%	0	-26%	-9%	-1%	1%
COc1cccc(-c2cc3nc(C)c(C)c(N4CCN(C(=O)c5ccoc5)CC4)n3n2)c1
→ 0%	/	-10%	/	0	?	/	-4%	?
Cc1ccccc1-c1cc(C(=O)NCc2cccc(Br)c2)nn1CC1CC(c2cccc([N+](=O)[O-])c2)=NO1 (stereo not drawn)
→ -6%	2%[57.1 µM]	2%	-6%	-4	-4%	4%[57.1 µM]	3%	-1%
Cc1ccc(Nc2nc(NCc3ccco3)nc3nccnc23)cc1Cl
→ -2%	-7%	/	22%	0	/	-21%	-68%	/
O=C(CSc1nc2ccccc2c(=O)n1CCC(=O)N1CCN(c2ccccc2)CC1)NCC1CCCO1 (stereo not drawn)
→ 3%	9%[57.1 µM]	7%	-21%	-11	-11%	16%[57.1 µM]	0%	-4%
COc1ccccc1C1(CC(=O)O)CCOC(C(C)C)C1 (stereo not drawn)
→ -4%	8%[57.1 µM]	-6%	39%	-4	2%	19%	-1%	6%
Cc1noc(C)c1S(=O)(=O)N1CCC(C(=O)Nc2ccc(OC(F)(F)F)cc2)CC1
→ -7%	-1%	-1%	21%	-6	-5%	6%	3%	2%
COCCn1c(SC(C(=O)Nc2cc(C)ccc2OC)c2ccccc2)nnc1-c1ccc(Cl)cc1 (stereo not drawn)
→ 2%	-5%	1%	-2%	-11	-1%	12%	2%	-3%
CC(=O)Nc1ccc(S(=O)(=O)N2CCN(CCN3CCOCC3)CC2)cc1Cl
→ -3%	1%	-1%	7%	-7	0%	9%	1%	0%
COc1ccccc1NCC(=O)N/N=C/c1cccnc1
→ -4%	-9%	5%	-40%	9	-11%	3%	-8%	8%
O=S(=O)(c1ccc(Br)s1)n1cccn1
→ -1%	2%	-3%	34%	-5	-17%	-3%	-2%	4%
O=C(COC(=O)/C=C/c1ccccc1)NCCc1ccc(F)cc1
→ -3%	5%[57.1 µM]	7%	7%	-3	11%	10%[2.29 µM]	-1%	-3%
O=C(CN(c1ccccc1)S(=O)(=O)c1ccccc1)N/N=C/c1ccco1
→ -3%	-4%	5%	-15%	-1	-11%	-7%	1%	4%
O=C(COC(=O)c1ccccn1)Nc1nc(-c2ccccc2)cs1
→ 8%	6%	11%	13%	-8	-11%	29%	0%	10%
O=C(C1=C(O)C(=O)N(CCCn2ccnc2)C1c1cccc(Br)c1)c1ccco1 (stereo not drawn)
→ -3%	-11%	-8%	29%	-2	-11%	?	1%	6%
Cc1ccccc1NC(=O)CSc1nnc(-c2ccco2)n1N
→ -6%	4%[57.1 µM]	-20%	?	-2	-19%	6%[57.1 µM]	1%	1%
CCOc1ccccc1NS(=O)(=O)c1cccc2nsnc12
→ -2%	0%[57.1 µM]	-1%	15%	-7	-2%	1%[57.1 µM]	-1%	4%
CC1CCCCN1C(=S)NC(=O)c1cc(Br)ccc1Cl (stereo not drawn)
→ -2%	0%	4%	-8%	-5	-23%	-1%	4%	-5%
COc1ccc(CNC(=O)CN2C(=O)NC(Cc3ccccc3)(c3ccccc3)C2=O)cc1OC (stereo not drawn)
→ -5%	2%	1%	-25%	0	-17%	12%	5%	18%
COc1cc(OC)cc(-c2nnc(SCC(=O)Nc3ccc(C(=O)O)cc3)s2)c1
→ 0%	4%	-9%	-14%	6	-12%	5%	8%	-4%
Clc1ccccc1CSc1nnc([C@@H]2CCCN2)o1
→ 0%	11%[2.29 µM]	-2%	4%	-6	-12%	21%[2.29 µM]	0%	0%
CCN(CC)S(=O)(=O)c1ccc(NC(=O)CSc2cccc[n+]2[O-])cc1
→ -2%	-3%	-1%	11%	-2	9%	8%	4%	10%
COc1ccc(Cl)cc1C(=O)NNC(=O)c1cc2ccccc2o1
→ 1%	7%	-21%	?	-3	-21%	16%	-1%	-2%
C/C(=N\NC(=O)c1cc(-c2ccc(C)s2)[nH]n1)c1ccco1
→ 4%	-2%	-10%	-12%	-9	-5%	5%	-24%	6%
CCCc1[nH]nc2c1C(Cc1ccccc1)C(C#N)=C(N)O2 (stereo not drawn)
→ -3%	-2%	/	35%	-6	2%	?	0%	-4%
CCOC(=O)N1CCN(CC(=O)Nc2c(C(=O)OC)[nH]c3ccccc23)CC1
→ -3%	13%	-5%	11%	-8	5%	4%	0%	2%
Cc1ccc2nc(NC(=O)CSc3[nH]c(=O)ncc3C)sc2c1
→ -2%	-4%	4%	-24%	-5	-2%	1%	-1%	0%
CCOc1cc(C=NN=C2c3ccccc3-c3ccccc32)ccc1O
→ 4%	-2%[11.4 µM]	-10%	-16%	1	-13%	-5%[11.4 µM]	-13%	1%

From PubChem BioAssay
